Screening data: PubChem BioAssay, The Scripps Research Institute Molecular Screening Center
TEAD-YAP inh = TEAD-YAP interaction inhibition, primary screen, TEAD-YAP interaction inhibitor project, luminescence, HEK-TIYL cells | TEAD-Gal4/YAP UAS-luciferase luminescence | inhibition, % at 9.12 µM | actives 1.4% (n = 640,000); in the data active = inhibition above about 32%;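 also: 0% = median of test compound wells and 100% = reference inhibitor wells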
GPR151 ag = activators of human GPR151, primary screen, cell-based, PathHunter beta-arrestin, luminescence | PathHunter beta-arrestin GPR151 cells | activation, % at 11.2 µM | actives 1% (n = 650,000) | AID 1508602, 2020; in the data active = activation above about 4.9%;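 also: 0% = median of compound wells and 100% = cells with positive control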
Target sequence (Q8TDV0 whole entry, looked up): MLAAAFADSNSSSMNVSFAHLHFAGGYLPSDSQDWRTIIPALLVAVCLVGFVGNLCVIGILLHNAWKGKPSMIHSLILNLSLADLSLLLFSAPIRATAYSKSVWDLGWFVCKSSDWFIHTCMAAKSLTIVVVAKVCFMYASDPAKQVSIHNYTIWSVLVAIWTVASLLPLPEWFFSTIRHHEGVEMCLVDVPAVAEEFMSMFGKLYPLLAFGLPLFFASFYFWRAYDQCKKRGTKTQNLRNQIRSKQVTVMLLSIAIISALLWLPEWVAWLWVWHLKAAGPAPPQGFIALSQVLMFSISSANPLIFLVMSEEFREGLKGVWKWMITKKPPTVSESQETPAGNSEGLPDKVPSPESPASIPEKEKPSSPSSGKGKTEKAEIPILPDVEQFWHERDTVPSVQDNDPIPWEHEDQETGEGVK
FBW7 act = FBW7 E3 ligase activators, primary screen, biochemical, AlphaScreen, human; AlphaScreen FBW7–phospho-cyclin E peptide binding, activator screen; normalized activity (activation), % at 26.1 µM; actives 0.13% (n = 650,000); AID 1259310, 2017; in the data active = normalized activity above about 1.9%;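 also: purified mutant Fbw7 with reduced substrate affinity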
MITF primary = MITF inhibitors, primary screen, biochemical, AlphaScreen, human. AID 1259374, 2018. actives 0.91% (n = 650,000). AlphaScreen MITF homodimerization, bead proximity signal. inhibition, % at 2.6 µM; in the data active = inhibition above about 50%;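 also: 0% = vehicle wells with protein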
Target sequence (O75030 whole entry, looked up): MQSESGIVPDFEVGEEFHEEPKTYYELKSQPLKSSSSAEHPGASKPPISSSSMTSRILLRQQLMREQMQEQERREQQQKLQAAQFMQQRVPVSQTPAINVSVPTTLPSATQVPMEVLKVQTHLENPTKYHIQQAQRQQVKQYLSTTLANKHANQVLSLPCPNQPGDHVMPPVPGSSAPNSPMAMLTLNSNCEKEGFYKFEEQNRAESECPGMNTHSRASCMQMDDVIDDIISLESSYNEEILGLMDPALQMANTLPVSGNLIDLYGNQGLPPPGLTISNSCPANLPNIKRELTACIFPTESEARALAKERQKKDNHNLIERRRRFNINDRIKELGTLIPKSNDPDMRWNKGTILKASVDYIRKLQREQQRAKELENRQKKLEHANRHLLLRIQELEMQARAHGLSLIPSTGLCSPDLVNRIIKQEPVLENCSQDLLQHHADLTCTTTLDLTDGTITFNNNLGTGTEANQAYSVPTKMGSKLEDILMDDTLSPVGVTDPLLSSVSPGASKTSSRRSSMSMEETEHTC
Numbers without * were called inactive; nt = no result given. Compounds were not picked by outcome. About 3.4% of those tested had a hit in this group.

SMILES | TEAD-YAP inh | GPR151 ag | FBW7 act | MITF primary
N=C1C(c2nc3ccccc3c(=O)[nH]2)=C(O)CN1c1ccc(C(=O)NN)cc1 | 5.2 | 3.3 | 0.1 | 12.1
N#Cc1c(N)nc2c(c1-c1cccnc1)CCCCC2 | -30.3 | 0.3 | 0.6 | -0.3
CCCOc1cccc(C(=O)Nc2ccccc2C(=O)O)c1 | -53.6 | -3.2 | -0.1 | 0.5
CC(O)CNC(=O)C(=O)Nc1ccc(C(C)C)cc1 (stereo unspecified) | -39.0 | -1.4 | 0.0 | 7.5
COc1ccc(C2NCCS2)cc1OC (stereo unspecified) | -8.6 | -0.1 | -0.3 | -6.3
COc1cc(Nc2nc(NCc3ccccc3)c3ncn(Cc4ccc(C(F)(F)F)cc4)c3n2)cc(OC)c1OC | 15.7 | 0.1 | -0.1 | 2.2
Cc1ccc2[nH]c(=O)c(=O)[nH]c2c1C | 6.3 | 1.8 | -0.1 | 5.1
COc1ccccc1C1=NC(C(F)(F)F)(C(F)(F)F)N=C(N(C)C)O1 | 4.7 | 1.4 | 0.0 | 3.6
O=C(CC(NS(=O)(=O)c1ccc(Br)cc1)c1ccco1)NCc1cccnc1 (stereo unspecified) | 0.3 | 0.6 | -0.1 | -0.7
COc1ccc2c3c(c(=O)oc2c1)SC(C(F)(F)F)C3 (stereo unspecified) | -30.0 | 1.1 | 0.4 | -11.5
CCCN(CCC)S(=O)(=O)c1ccc(C(=O)Nc2ccc([N+](=O)[O-])cc2OC)cc1 | -0.2 | 1.0 | 0.0 | 3.1
COc1cc(OC)c(C(=O)COc2ccc(C)nc2[N+](=O)[O-])c(OC)c1 | 0.2 | -1.5 | 0.1 | -6.6
O=C(NCCc1ccccc1)C1CCC(Cn2c(SCC(=O)N3CCN(c4ccccc4)CC3)nc3ccccc3c2=O)CC1 (stereo unspecified) | 6.9 | -1.5 | -0.2 | 1.6
CCc1ccc(C2=NN(CCC(=O)NCc3ccc(OC)cc3)C(=O)CC2)cc1 | 8.9 | 0.7 | 0.8 | 0.8
O=C1c2cccc([N+](=O)[O-])c2C(=O)N1CCOC(=O)C12CC3CC(CC(C3)C1)C2 | 13.2 | -0.1 | 0.2 | 16.6
Cc1cc(S(=O)(=O)N(C)C2CCCCC2)ccc1-n1cnnn1 | 51.8* | -0.8 | 0.0 | 4.0
CCOc1cc(/C=N/NC(=O)C(=O)Nc2ccc(Cl)c(Cl)c2)ccc1O | -1.9 | 1.9 | -0.1 | -12.8
CCS(=O)(=O)c1ccc(-c2ccnc(Nc3ccc(S(N)(=O)=O)cc3)n2)cc1 | 9.6 | 0.9 | 0.0 | -11.1
CCN(C(=O)c1ccc(N2CC3CC(C2)c2cccc(=O)n2C3)c(NC(=O)c2ccccc2Br)c1)c1cccc(C)c1 (stereo unspecified) | 3.1 | 0.1 | -0.2 | -5.7
CN(C)C(=O)N1CCC(C(=O)O)CC1 | 3.2 | 0.2 | 0.1 | -10.5
Cc1ccsc1CN1CCC2(CC1)CC2C(=O)N1CCCN(C)CC1 (stereo unspecified) | -2.0 | -0.8 | 0.1 | 5.5
COC(=O)C1=CN(C2CC2)C=C(C(=O)OC)C1c1ccc(C)s1 | -2.6 | 0.4 | 0.1 | -17.2
CC(=O)N1CCN(c2ccc([N+](=O)[O-])cc2)CC1 | 1.7 | -2.5 | -0.1 | 3.5
Cc1cc(=O)oc2cc(OCC(=O)Nc3ccc(S(=O)(=O)O)cc3)ccc12 | 4.6 | -0.2 | 0.1 | 0.4
COC/C=C/C1=CC2=CC(=O)C(C)(OC(=O)CCc3ccccc3)C(=O)C2=CO1 (stereo unspecified) | nt | -1.1 | 0.4 | 17.6
CCCCNC(=O)C1=CC(c2ccc(C)cc2)=NS(=O)(=O)N1C | 5.1 | 0.0 | 0.1 | 5.4
C/C(=N/Nc1nnc2c(n1)[nH]c1ccccc12)c1nnn(-c2nonc2N)c1C | 8.6 | -0.1 | -0.1 | -8.3
O=C1CC(N2CCN(C/C=C/c3ccccc3)CC2)C(=O)N1CCc1ccccc1 (stereo unspecified) | -1.6 | 0.6 | -0.1 | -2.4
O=C(Nc1ccc(Cc2ccncc2)cc1)NC1CCCCC1 | -9.4 | -0.4 | -0.1 | 3.8
CN(C)c1cccc(Nc2nc(C(=O)NCc3cccnc3)cs2)c1 | 1.9 | 1.4 | 0.1 | 3.5

Reprinted from the part before: two compounds, then new ones.
SMILES | TEAD-YAP inh | GPR151 ag | FBW7 act | MITF primary
O=C(Nc1ccc(Cc2ccncc2)cc1)NC1CCCCC1 | -9.4 | -0.4 | -0.1 | 3.8
CN(C)c1cccc(Nc2nc(C(=O)NCc3cccnc3)cs2)c1 | 1.9 | 1.4 | 0.1 | 3.5
O=C(CCCc1nc(-c2ccccc2Cl)no1)NCc1ccco1 | 3.1 | 1.8 | -0.3 | -2.2
Cc1ccc(NC(=O)/N=C2/NC(=O)C(C(C)C)O2)cc1 (stereo unspecified) | -31.4 | -0.3 | 0.1 | 6.6
O=c1oc2ccccc2cc1-c1nc(-c2ccc(-c3ccccc3)cc2)cs1 | -0.7 | 0.6 | 0.0 | -7.7
Cc1ccc2c(c1)S(=O)(=O)N=C(CN1CCCN(CCc3cccs3)CC1)N2 | 5.7 | -1.0 | 0.0 | -75.4
COc1cc(/C=C2\SC(N)=NC2=O)ccc1OS(=O)(=O)c1ccc([N+](=O)[O-])cc1 | 22.5 | -0.1 | -0.1 | 0.2
CCOC(=O)C1=C(C)N=c2s/c(=C/c3ccc(OCCOc4ccc(C(C)CC)cc4)c(OCC)c3)c(=O)n2C1c1ccc(OC)cc1 (stereo unspecified) | 2.4 | 1.8 | 0.3 | -0.5
CCOc1ccc2c(c1)-c1c(ssc1=Nc1ccc(Cl)cc1C)C(C)(C)N2 | -4.1 | -0.3 | 0.2 | -11.8
COc1ccc(/C=C/C(=O)NCCc2ccc(OC)c(OC)c2)cc1OC | -13.3 | -0.1 | -0.1 | 6.3
O=C(NCCOc1ccccc1)c1cccc(Cl)n1 | -18.1 | 0.9 | 0.1 | -9.1
c1ccc(-n2cnc3cc(NCc4ccncc4)ccc32)cc1 | -11.7 | 1.1 | -0.1 | -1.4
Cc1ccc2c(c1)CN(CCC(=O)NCC(c1cccnc1)N1CCCCC1)CC(C)O2 (stereo unspecified) | -3.2 | -1.1 | 0.0 | 1.7
CC(C)CC(=O)N1CCC2(CCC(CNC(=O)c3ccc(Oc4ccccc4)o3)O2)CC1 (stereo unspecified) | 10.1 | -1.1 | 0.0 | 11.0
COC(=O)CSc1nc2ccccc2c(=O)n1-c1ccc(F)cc1 | -8.6 | -1.4 | -0.1 | 11.8
Clc1cc(Cl)c(OCCCN2CCNCC2)c(Cl)c1 | -3.6 | 1.6 | -0.5 | 56.5*
Cc1cccc(-n2c(O)c(/C=N/n3cnnc3)c(=O)[nH]c2=O)c1 | -1.3 | 5.3* | -0.1 | -2.3
CN1C(=O)N(C)C2C1NC(=O)N2CC(=O)NC1(c2ccc(F)cc2)CCCC1 (stereo unspecified) | 8.9 | 0.1 | 0.0 | 4.0
COC(=O)c1ccc(C2/C(=C(/O)c3ccc(Cl)cc3)C(=O)C(=O)N2CCO)cc1 (stereo unspecified) | -8.0 | 0.0 | 0.0 | -6.8
CCN(CC)c1ccc(/C=C2/C(=O)N(c3ccccc3)N=C2C)cc1 | 11.3 | -1.2 | -1.8 | 68.1*
CCCCCc1ccc(-c2ccc(C(=O)Nc3cccc(C(F)(F)F)c3)cc2)nc1 | -30.7 | -0.5 | 0.1 | 4.9
C1C/C(=N/N=C2\CCCc3nonc32)c2nonc2C1 | -10.6 | -0.1 | 0.3 | -0.1
CC(C)n1cnc2c(NCCCN3CCCC3=O)nc(Nc3cccc(N(C)C)c3)nc21 | 1.5 | -1.2 | 0.5 | 4.6
CN(CCO)C(=O)CC1C(=O)NCCN1Cc1ccccc1C(F)(F)F (stereo unspecified) | 1.2 | -0.5 | -0.3 | 2.7
CCCNCc1cc(Br)c(OC)c(OCC)c1 | 2.5 | -0.9 | 0.0 | 2.0
O=C(NC1CCCC1)c1cc(-c2ccc(Cl)cc2)on1 | -40.3 | -0.5 | 0.2 | 12.5
CSc1nnnn1-c1cccc(O)c1 | 7.9 | 0.1 | -0.1 | 3.3
Cc1ccc(C(C)NC(=O)c2cc3cc([N+](=O)[O-])ccc3oc2=O)cc1C (stereo unspecified) | -7.9 | 0.2 | 0.1 | -4.7
Cc1ccccc1CS(=O)(=O)Cc1ccc(C(=O)NCCCN2CCCC2=O)o1 | 11.7 | 0.7 | -0.2 | -0.8
C=CCOc1ccc(/C=C2\C(=O)NC(=O)N(Cc3ccccc3)C2=O)cc1OC | -3.9 | -0.7 | -0.4 | 2.8
CCOC(=O)C1=C(C)N=c2s/c(=C\c3cccc(OCc4ccccc4)c3)c(=O)n2C1c1ccc(N(C)C)cc1 (stereo unspecified) | -3.0 | 2.6 | -0.1 | -9.6
COc1ccc(Cn2c(SCC#N)nc3c(sc4cccc(F)c43)c2=O)cc1 | 2.4 | 0.3 | 0.2 | 7.4

Record cards (already shown). Order of values: TEAD-YAP inh	GPR151 ag	FBW7 act	MITF primary
O=C(NC1CCCC1)c1cc(-c2ccc(Cl)cc2)on1 in the list: -40.3	-0.5	0.2	12.5
CCCNCc1cc(Br)c(OC)c(OCC)c1 in the list: 2.5	-0.9	0.0	2.0
Cc1ccc(C(C)NC(=O)c2cc3cc([N+](=O)[O-])ccc3oc2=O)cc1C (stereo unspecified) in the list: -7.9	0.2	0.1	-4.7
CN(CCO)C(=O)CC1C(=O)NCCN1Cc1ccccc1C(F)(F)F (stereo unspecified) in the list: 1.2	-0.5	-0.3	2.7
CCCCCc1ccc(-c2ccc(C(=O)Nc3cccc(C(F)(F)F)c3)cc2)nc1 in the list: -30.7	-0.5	0.1	4.9

More structures:
SMILES | TEAD-YAP inh | GPR151 ag | FBW7 act | MITF primary
Cn1c(=O)c2cc(C(=O)NCc3cccnc3)sc2c2ccccc21 | 13.7 | 0.9 | 0.0 | 15.1
Cc1nc(Cl)c(C#N)c2c1CCCC2 | 0.4 | 0.6 | -0.1 | -8.4
COc1cccc(N2CCN(C(=O)c3ccc(Cn4c(=S)[nH]c5cc6c(cc5c4=O)OCO6)cc3)CC2)c1 | -17.2 | -1.3 | -0.3 | 2.6
CC(=O)N1CCc2ccc(NS(=O)(=O)c3cc(F)ccc3F)cc21 | 6.5 | 0.7 | 0.0 | -1.1
O=C(CSc1nnc2c3ccccc3n(Cc3ccccc3)c2n1)OCN1C(=O)c2ccccc2C1=O | 2.7 | 0.5 | -0.1 | -11.2
CCOc1ccc(N2C(=O)/C(=C/c3cc(C)n(CC)c3C)C(=O)NC2=S)cc1 | -4.1 | -1.9 | 0.0 | 22.7
CCOc1ccccc1N(CC(=O)NCCOC)C(=O)CCC(=O)Nc1ccccn1 | 4.8 | 0.8 | -0.2 | 1.5
COC(=O)c1ccc(CN(Cc2ccc(OC)c(OC)c2)S(=O)(=O)c2ccc([N+](=O)[O-])cc2)cc1 | -5.0 | 0.6 | 0.1 | 32.5
COc1cccc(CN(CCCO)C(=O)C(O)c2ccc(-c3ccncc3)cc2)c1 (stereo unspecified) | -10.3 | -0.3 | 0.0 | 23.4
O=C(COc1ccc([N+](=O)[O-])cc1)Nc1ccc(Cl)c(C(F)(F)F)c1 | 1.0 | -0.9 | 0.5 | -3.6
CC(=O)OC1CCC23CC1(C)CCC2C(C)(C)CC3OC(C)=O (stereo unspecified) | 6.6 | -0.8 | 0.1 | 7.1
O=C(O)CC(NC(=O)c1ccccc1F)c1ccc(Cl)cc1 (stereo unspecified) | -4.9 | 2.4 | -0.2 | -6.2
Cc1ccccc1CN1CCc2nnc(C(C)NC(=O)C(C)C)n2CC1 (stereo unspecified) | 5.9 | 0.4 | -0.1 | -1.9
O=C(NC1CCN(Cc2ccccc2)CC1)c1cnc(Nc2ccc(C(F)(F)F)cc2)s1 | 2.1 | -0.5 | -0.1 | 0.6
Cc1ccc(NC(=O)c2ccc3c(c2)C(=O)N(CC2CCCO2)C3=O)cc1C (stereo unspecified) | -2.0 | 0.1 | -0.1 | 5.0
O=C(c1ccc(OC2CCN(Cc3ccccn3)CC2)cc1)N1CCCCO1 | -6.4 | 2.0 | 0.0 | 0.7
Cc1nc(C)c(-c2csc(Nc3ccc(N(C)C)cc3)n2)s1 | 26.4 | -0.5 | -0.5 | 9.8
CC(C)C(=O)NCC1CCC2(CCN(Cc3ccc4nsnc4c3)CC2)O1 (stereo unspecified) | 7.0 | -0.4 | -0.1 | 5.7
O=C1N=c2ccccc2=C1c1c(O)[nH]c2ccc(F)cc12 | 11.2 | 2.4 | 0.0 | 1.3
CC(=O)N1CCCc2cc(S(=O)(=O)N(CC(C)C)CC(C)C)ccc21 | 4.7 | 0.7 | 0.0 | 7.5
N#Cc1cc(C#N)c(SCC(=O)N(c2ccccc2)c2ccccc2)nc1N | 6.8 | -0.6 | 0.4 | 7.6
CCN(CC)c1nc(NCCN(C(C)C)C(C)C)nc(Nc2cnccn2)n1 | 2.0 | 0.3 | 0.1 | 10.2
CCS(=O)(=O)N1CCCC(C(=O)NCc2ccc(F)cc2)C1 (stereo unspecified) | -3.3 | 0.9 | -0.2 | -3.1
CC(=O)c1cc(-c2ccccc2)n(CC(=O)N2CCCCC2)c1C | -13.9 | 0.7 | 0.4 | -1.5
COc1cccc(C(=O)NNC(=O)Nc2ccccc2)c1 | -2.1 | -0.1 | 0.0 | -10.3
Nc1nc(Nc2ccc3ncccc3c2)cc(NC2CCN(Cc3ccccc3)CC2)n1 | -1.5 | 1.7 | -0.2 | -11.8
